ERAP1 HTS inh = human ERAP1 aminopeptidase inhibitors, primary screen, biochemical, single point, plate reader. Endoplasmic reticulum aminopeptidase 1 (Homo sapiens), Q9NZ08. recombinant ERAP1, Leu-AMC fluorescence, 60 min. inhibition, % at 10.7 µM. 340,000 compounds, 0.15% hits. AID 652197, 2013;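 active = mean replicate inhibition of at least 30%, or all replicates individually reaching that 30% level; inactive = mean below 30% and not every replicate reaching it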;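 note: 0% = neutral control wells and 100% = L-leucinethiol positive control wells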
Target sequence (Q9NZ08 whole entry, looked up): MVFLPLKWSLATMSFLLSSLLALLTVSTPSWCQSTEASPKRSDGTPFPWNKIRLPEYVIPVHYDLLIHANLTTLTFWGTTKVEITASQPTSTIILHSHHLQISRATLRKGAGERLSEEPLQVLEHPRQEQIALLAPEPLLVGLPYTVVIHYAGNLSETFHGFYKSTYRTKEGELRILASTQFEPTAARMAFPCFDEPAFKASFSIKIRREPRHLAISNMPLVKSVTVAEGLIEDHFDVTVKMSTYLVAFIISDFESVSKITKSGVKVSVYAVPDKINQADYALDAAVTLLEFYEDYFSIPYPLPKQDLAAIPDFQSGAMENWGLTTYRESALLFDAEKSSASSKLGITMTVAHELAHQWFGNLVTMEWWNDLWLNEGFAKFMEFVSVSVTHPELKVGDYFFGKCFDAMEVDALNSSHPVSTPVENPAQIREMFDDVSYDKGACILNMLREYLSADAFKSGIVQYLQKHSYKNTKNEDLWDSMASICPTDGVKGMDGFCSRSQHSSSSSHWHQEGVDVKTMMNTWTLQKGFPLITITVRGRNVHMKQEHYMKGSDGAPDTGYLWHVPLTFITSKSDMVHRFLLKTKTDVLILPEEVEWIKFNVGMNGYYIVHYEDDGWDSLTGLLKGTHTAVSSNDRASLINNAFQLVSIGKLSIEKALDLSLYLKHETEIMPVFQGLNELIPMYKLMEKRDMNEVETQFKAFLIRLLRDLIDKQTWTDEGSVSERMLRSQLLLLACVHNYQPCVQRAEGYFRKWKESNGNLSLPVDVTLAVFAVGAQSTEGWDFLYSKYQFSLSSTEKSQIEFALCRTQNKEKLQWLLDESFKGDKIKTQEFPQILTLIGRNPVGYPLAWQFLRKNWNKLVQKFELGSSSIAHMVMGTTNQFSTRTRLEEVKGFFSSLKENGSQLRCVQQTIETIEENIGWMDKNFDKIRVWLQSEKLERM
PGC1a acetyl inh = inhibitors of PGC1a acetylation signal, primary screen, cell-based, U2OS, AlphaScreen, inhibitor mode | AlphaScreen anti-acetyl-lysine; with virally co-expressed GCN5 acetyltransferase | inhibition, % at 15.6 µM | 350,000 compounds, 0.17% hits;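 active = every replicate shows inhibition of at least 40%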;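 note: 0% = neutral control wells and 100% = positive control wells; some results beyond the cut were filed as inactive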
EWS-Fli inh = EWS/Fli-driven NR0B1 reporter inhibitors, primary screen, A673 cells, NR0B1 luciferase, luminescence, MLPCN library; viability-normalised; inhibition, % at 12.6 µM; 350,000 compounds, 0.67% hits; AID 651661, 2012;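 active = mean inhibition of at least 50% after viability correction, with every replicate also passing that limit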;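 note: firefly luciferase signal divided by Alamar Blue viability fluorescence both relative to DMSO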
LGR2 antag = inhibitors of bursicon-induced LGR2 CRE-luciferase signal, primary screen, cell-based, HEK293, CRE-luciferase reporter, bursicon stimulation. Drosophila bursicon receptor LGR2 (rickets). bursicon-stimulated, 4 h. inhibition, % at 9.99 µM. 380,000 compounds, 0.35% hits. AID 720647, 2013;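 active = drop in luminescence signal, shown as inhibition above about 50% in the replicate tests, limit read from the data, passing the limit was not always enough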;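 note: agonist challenge used bursicon conditioned medium at about half maximal strength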
FN deposit inh = inhibitors of fibronectin matrix deposition, primary screen, AH1F cells, Alexa488-fibronectin fluorescence, plate reader. AH1F fibroblasts, overnight. inhibition, % at 12.6 µM. 350,000 compounds, 0.086% hits;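 active = mean inhibition across replicates of 30% or more, regardless of how many single replicates reach that level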;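 note: positive control wells lacked labelled fibronectin entirely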
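Assay system: AH1F fibroblasts assembling fluorescent fibronectin matrix; Amount: 10000 AH1F cells per well; Buffer or medium: DMEM, 2% serum; Probe or stimulus: Alexa488-fibronectin, 24 nM final in well; Doses: single compound dose, delivered by pin transfer; Incubation: 1 h adhesion, overnight exposure; Measured by: fluorescence 485/525 nm; Read-out: fibronectin deposition inhibition.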
PAX8 reporter = inhibitors of PAX8-driven TPO luciferase reporter, primary screen, RMG-I cells, single concentration; SteadyGlo, 24 h; inhibition, % at 12.6 µM; 360,000 compounds, 1.2% hits; AID 652154, 2013;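 active = mean replicate inhibition at least 60% with every replicate also reaching 60%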;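 note: luciferase light reporting Pax8 driven TPO promoter activity; plate controls were median of neutral control wells for no effect and mitoxantrone controls for full effect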
S100A4 inh HTS = inhibitors of S100A4-myosin IIA peptide binding, primary screen, biochemical, fluorescence polarization, TAMRA-MyoIIA peptide; Protein S100-A4 (Homo sapiens), P26447; AID 652163, 2013; inhibition, % at 10.7 µM; 360,000 compounds, 0.14% hits;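 active = mean inhibition of at least 70% across replicates, with every replicate also reaching that level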
Target sequence (P26447 whole entry, looked up): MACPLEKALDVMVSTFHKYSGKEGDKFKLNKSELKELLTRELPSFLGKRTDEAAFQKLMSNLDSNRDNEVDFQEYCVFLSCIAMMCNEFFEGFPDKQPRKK
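Material: S100A4 monomer protein | Medium: HEPES pH 7.2 with CaCl2, KCl, NaCl, DTT, Triton | Reagent: Labelled myosin peptide probe, 5 nM | Doses: One dose per compound | Times: 5 min incubation before reading | Benchmarks: Neutral control DMSO, positive control TFP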
PglD DTNB = C. jejuni PglD acetyltransferase inhibitors, primary screen, biochemical, DTNB colorimetric, single point. inhibition, % at 12.5 µM. purified PglD enzyme, DTNB colorimetric CoA detection. UDP-N-acetylbacillosamine N-acetyltransferase PglD (Campylobacter jejuni). 360,000 compounds, 0.098% hits; in the data active = inhibition above about 16%, passing the limit was not always enough; note: strong numbers were not always called active
Numbers without * were called inactive; / = no result given.

Second line of a record – FN deposit inh, PAX8 reporter, LGR2 antag, S100A4 inh HTS, PGC1a acetyl inh, EWS-Fli inh, ERAP1 HTS inh, PglD DTNB
O=C(Cn1ncc2c3ccccc3n(Cc3ccccc3)c2c1=O)NCCCN1CCCC1=O
    -11, 11, -2, 2, -4, /, -1, -3
CN(C(=O)CSc1nnc(-c2ccc(F)cc2)n1C)C1CCS(=O)(=O)C1 (centres undefined)
    3, -5, 10, -7, /, 4, -7, -5
CCOC(=O)[C@]12CCCC=C1N(Cc1ccccc1)C(=O)[C@H](CC(=O)N1CCC(c3ccccc3)CC1)C2
    2, -15, 21, -1, /, 10, 1, /
COCCN(Cc1ccc(C)c(Br)c1)C(=O)Cn1cnc(S(=O)(=O)N2CCCC2)c1
    8, -10, 8, -2, -14, -5, -4, 2
CN(C)c1ccc(C(=S)N2CCOCC2)cc1
    -3, -1, /, /, -2, /, /, -4
S=C(Nc1ccccc1Cl)N1CCCC(c2ccccc2)=N1
    16, -5, -5, -3, 3, -6, 1, 0
COc1ccccc1CNC(=O)COC(=O)c1cccs1
    0, -3, -3, 0, 4, -2, 2, -5
CCN(CC(=O)Nc1c(F)cccc1F)C(=O)c1csc2c1CCCC2
    4, 3, 5, 1, /, 2, 1, -1
OC[C@@H]1CN(CCN2CCOCC2)C[C@H](n2cnc3c(N4CCOCC4)ncnc32)O1
    -1, 4, -7, 2, 17, -13, 0, 0
COCC(=O)N[C@@H]1CC[C@H](CC(=O)N2CCCCC2)O[C@@H]1CO
    -10, -8, 4, -3, 2, -5, -2, -2
CC(=O)N(C)C[C@H]1Oc2ncc(-c3cccnc3)cc2C(=O)N([C@@H](C)CO)C[C@H]1C
    -2, /, 26, 12, 12, -13, -1, 2
CCOc1cccc2c1OC1(C)CC2NC(=O)N1Cc1ccccc1 (centres undefined)
    5, 8, 11, 0, -1, 4, 4, 0
Cc1cccc(C)c1NC(=O)c1sc(Cl)nc1C
    1, 32, 6, 1, /, 13, 1, /
C=CC(=O)Nc1sc2c(c1C(N)=O)CCCC2
    0, 80*, /, -17, /, -13, -3, 5
COc1ccc(C2CC(c3cccc(C)c3)n3ncnc3N2)cc1 (centres undefined)
    -4, 2, 16, 13, -10, -3, -2, 2
CO[C@H]1CN(C)C(=O)c2ccc(NC(C)=O)cc2OC[C@@H](C)N(Cc2ccc(F)cc2)C[C@H]1C
    -4, /, -5, 15, -3, -7, 5, -6
CC(CCc1ccccc1)NC(=O)C(=O)NCc1ccccc1 (centres undefined)
    6, 5, 13, /, 19, /, /, -2
CCc1ccccc1NC(=O)c1ccc(S(=O)(=O)NCC2CCCO2)cc1 (centres undefined)
    13, 4, -3, 6, -4, 10, 2, 2
CC(C)NC(=O)Nc1cccc2c1O[C@H](CN(C)C(=O)Nc1ccc(C(F)(F)F)cc1)[C@@H](C)CN([C@@H](C)CO)C2=O
    /, -1, 3, 6, 6, 6, -9, -1
CN(C(=O)COc1ccccc1)c1ccc([N+](=O)[O-])cc1
    /, -1, -1, 0, /, 3, 3, /
CC(C)n1nccc1N(Cc1ccc(Br)cc1)S(=O)(=O)c1ccccc1
    -10, -31, -12, -4, -2, 17, -3, /
Cc1cnc(C(=O)Oc2ccc(-c3ccccc3)cc2)cn1
    2, -11, -17, 5, -3, -11, 1, 0
Cc1ccc(C2CC(=O)Nc3c2ccc2ccccc32)cc1[N+](=O)[O-] (centres undefined)
    0, 22, 14, /, -8, /, /, -2
COc1ccc(-c2cnc3c(c2)C(=O)N([C@H](C)CO)C[C@H](C)[C@H](CN(C)S(=O)(=O)c2ccc(F)cc2)O3)cc1
    -9, 6, 1, -3, -25, 4, -1, 0
O=C1CCC/C=C\C[C@@H](CC(=O)N(CCO)Cc2ccccc2)C(=O)N[C@H](c2ccccc2)CO1
    -6, -13, -12, 3, /, -16, 0, 0
Nc1ccccc1C(=O)NCCCN1CCOCC1
    -1, -18, 36, -2, -4, 9, 1, 1
CC(C)c1cccc(-c2csc(C(C)(O)c3cccc(F)c3)n2)c1 (centres undefined)
    -13, 19, 2, 0, 2, 4, -1, 0
O=C(N[C@@H]1CC[C@@H](CCn2cc(-c3ccccn3)nn2)O[C@@H]1CO)c1cccnc1
    /, -23, -6, -17, -3, 4, -3, -2
CCNC(=O)[C@H]1[C@H](CO)[C@H]2Cn3c(cccc3=O)[C@H]2N1Cc1ccccc1Cl
    /, -9, -21, -9, /, -6, 1, 4
COc1cc(/C=C2\SC(=O)N(Cc3ccc(Cl)cc3)C2=O)cc([N+](=O)[O-])c1O
    -7, 10, 4, 6, -1, 5, -2, /

Shown with each value named: 2 of the compounds above
CC(C)NC(=O)Nc1cccc2c1O[C@H](CN(C)C(=O)Nc1ccc(C(F)(F)F)cc1)[C@@H](C)CN([C@@H](C)CO)C2=O
  FN deposit inh = / | PAX8 reporter = -1 | LGR2 antag = 3 | S100A4 inh HTS = 6 | PGC1a acetyl inh = 6 | EWS-Fli inh = 6 | ERAP1 HTS inh = -9 | PglD DTNB = -1

CN(C(=O)COc1ccccc1)c1ccc([N+](=O)[O-])cc1
  FN deposit inh = / | PAX8 reporter = -1 | LGR2 antag = -1 | S100A4 inh HTS = 0 | PGC1a acetyl inh = / | EWS-Fli inh = 3 | ERAP1 HTS inh = 3 | PglD DTNB = /

The list continues.
Second line of a record – FN deposit inh, PAX8 reporter, LGR2 antag, S100A4 inh HTS, PGC1a acetyl inh, EWS-Fli inh, ERAP1 HTS inh, PglD DTNB
COc1ccc(/C=C/CN2CCN(Cc3ccc(F)cc3)C(CCO)C2)cc1 (centres undefined)
    -3, -1, 15, -2, 11, 7, -3, 1
CC(C)CC#Cc1ccc2c(c1)O[C@@H](CN(C)CC1CCCC1)[C@H](C)CN([C@@H](C)CO)S2(=O)=O
    17, 34, 7, -3, -12, 28, 1, /
COCCNC(=O)/C(C#N)=C/c1cc(Br)c(O)c(OC)c1
    -8, -7, -1, -2, 3, -1, 8, /
CCCNC(=O)CS(=O)Cc1nc(-c2ccc(OC)cc2)oc1C (centres undefined)
    -4, -4, /, -1, -6, 0, -1, 2
COC(=O)c1cc(S(=O)(=O)N2CCN(c3cc(C)ccc3C)CC2)c[nH]1
    0, 18, 5, 28, /, 3, 4, 9
O=C(C[C@@H]1C[C@H]2c3cc(NS(=O)(=O)c4ccc(F)cc4)ccc3O[C@H]2[C@H](CO)O1)NCc1ccc(Cl)cc1
    -20, 78*, 3, -7, -6, -15, 2, 0
CC1(C(=O)NS(=O)(=O)c2ccc3c(c2)CCO3)CCN1C(=O)c1ccccc1CCc1ccccc1 (centres undefined)
    -1, -14, 11, 0, 2, -9, 3, 2
COc1cccc(C#Cc2ccc([C@@H]3[C@H](C#N)N(C(=O)C4CC4)[C@H]3CO)cc2)c1
    4, -28, -1, -12, -13, -15, -2, -1
Cc1c(NC(=O)Nc2ccc(C#N)cc2)c(=O)n(-c2ccccc2)n1C
    0, -2, 2, -2, 0, 2, 1, 3
COc1ccc(CN(C)C[C@H]2Oc3ccc(NS(=O)(=O)c4cccs4)cc3CC(=O)N([C@@H](C)CO)C[C@@H]2C)cc1
    /, /, -15, 6, 8, 0, -6, /
Cc1ccc2c(c1)N(CC(=O)N1CCCc3ccccc31)C(=O)CO2
    /, /, 7, -3, /, 12, 3, -5
Cc1ccc(-c2cnc3c(c2)C(=O)N([C@H](C)CO)C[C@H](C)[C@H](CN(C)C(=O)c2ccccc2)O3)cc1
    -2, -15, -1, 1, 2, -19, 6, -3
O=C1c2oc3ccc(F)cc3c(=O)c2C(c2ccc(F)cc2)N1CCCN1CCOCC1 (centres undefined)
    -1, -24, -1, 0, 3, -6, 2, -4
CO[C@@H](CN(C)S(=O)(=O)c1cn(C)cn1)[C@@H](C)CN(C(=O)Nc1ccc(C(F)(F)F)cc1)[C@@H](C)CO
    2, /, 6, 7, 11, -6, -1, 4
COc1cc(C(=O)NCC(=O)OCC(=O)N2CCc3ccccc32)cc(OC)c1OC
    /, 4, 1, 0, /, 6, 5, /
C[C@@H]1CN([C@H](C)CO)S(=O)(=O)c2ccc(-c3ccccc3)cc2O[C@H]1CN(C)C(=O)c1ccccc1F
    -13, /, 16, /, 14, 8, /, /
Oc1cccc(/C=N/N2CCCCC2)c1O
    -3, -24, -33, 1, 10, -17, 1, 0
CC(O)CCC(=O)NCCNC(=O)CCC(C)O (centres undefined)
    -3, -4, /, /, 0, /, /, -2
CC(C)NC[C@@H]1[C@H](c2ccc(C3=CCCCC3)cc2)[C@H](CO)N1S(C)(=O)=O
    -2, -13, 12, 4, -5, 10, /, 1
O=C(NC1CCCC1)c1cc(Cl)ccc1[N+](=O)[O-]
    3, -6, 8, -19, /, -9, 1, /
O=C(CN1C(=O)NC2(CCCc3ccccc32)C1=O)Nc1cc(F)ccc1F (centres undefined)
    -1, 14, 1, -3, /, 4, 6, -2
O=C(NCC(F)(F)F)[C@H]1[C@H](CO)[C@H]2Cn3c(cccc3=O)[C@H]2N1C(=O)C1CCC1
    /, /, -19, 3, /, -4, 2, -1
Cc1nc(NC(=O)C2CCCC2)sc1Cc1ccc2c(c1)OCO2
    2, -90, -65, 1, 5, -42, 4, 8
Cc1cc(N/N=C/c2cccc(F)c2)nc(NCc2ccccc2)n1
    0, -12, -11, 1, /, -17, 9, /
Cc1ccc(S(C)(=O)=O)cc1C(=O)NC(C)C1CC2CCC1C2 (centres undefined)
    12, -7, -5, -4, 18, -1, 2, 4
COc1ccc2c3c(n(C)c2c1)[C@@H](CO)N(C(=O)C1CCOCC1)CC31CCN(C(=O)Nc2cccc(F)c2)CC1
    /, /, 1, 18, /, 20, 2, /
COc1ccc(C(=O)NN(c2ccccc2)c2ccccc2)cc1
    -7, /, 5, /, -24, /, /, 0
CCn1c(C)nc2cc(C(=O)NNC(=O)Nc3ccc(Cl)c(Cl)c3)ccc21
    -1, -2, 32, -5, /, -4, -2, /

Arranged by heavy-atom count (largest number first): four of the compounds above
Second line of a record – FN deposit inh, PAX8 reporter, LGR2 antag, S100A4 inh HTS, PGC1a acetyl inh, EWS-Fli inh, ERAP1 HTS inh, PglD DTNB
O=C(Cn1ncc2c3ccccc3n(Cc3ccccc3)c2c1=O)NCCCN1CCCC1=O
    -11, 11, -2, 2, -4, /, -1, -3
OC[C@@H]1CN(CCN2CCOCC2)C[C@H](n2cnc3c(N4CCOCC4)ncnc32)O1
    -1, 4, -7, 2, 17, -13, 0, 0
CC(C)c1cccc(-c2csc(C(C)(O)c3cccc(F)c3)n2)c1 (centres undefined)
    -13, 19, 2, 0, 2, 4, -1, 0
CN(C)c1ccc(C(=S)N2CCOCC2)cc1
    -3, -1, /, /, -2, /, /, -4

Of the compounds above, two contain two or more sulfur atoms:
Second line of a record – FN deposit inh, PAX8 reporter, LGR2 antag, S100A4 inh HTS, PGC1a acetyl inh, EWS-Fli inh, ERAP1 HTS inh, PglD DTNB
CN(C(=O)CSc1nnc(-c2ccc(F)cc2)n1C)C1CCS(=O)(=O)C1 (centres undefined)
    3, -5, 10, -7, /, 4, -7, -5
COc1ccc(CN(C)C[C@H]2Oc3ccc(NS(=O)(=O)c4cccs4)cc3CC(=O)N([C@@H](C)CO)C[C@@H]2C)cc1
    /, /, -15, 6, 8, 0, -6, /

Source: PubChem
